MgcRacGAP inhibition – MgcRacGAP GTPase-activating activity inhibitors, confirmation, biochemical, ADP Hunter fluorescence. AID 624330. inhibition, % at 30 µM; hits with a dose series show IC50 in µM. MgcRacGAP-stimulated Rac1 GTP hydrolysis, ADP Hunter fluorescence; higher % means a stronger effect; GST-tagged Rac1 F28L mutant substrate. 0.6% of 340,000 active;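 active = first-screen hits whose inhibition reached a set limit at any dose in the follow-up dose series; inconclusive = inhibition above the set first-screen limit but never retested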;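 also: fluorescence reports GDP produced by GAP-driven GTP hydrolysis; strong numbers were not always called active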
T cell modulator – T cell immune modulators affecting CD8 T cell-vesicle binding; 2C CD8+ T cell-vesicle binding, flow cytometry; stronger effect = lower value; calls only at 7 µM; 0.068% of 330,000 active; AID 2052;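 active = response, share of CD8 T cells binding vesicles, and their 90th percentile fluorescence all below set limits, cut at about 80% in these data, passing the limit was not always enough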
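Assay system – 2C mouse CD8+ T cells · Also added – QL9-loaded Drosophila micro-vesicles · Timing – Cell–vesicle co-incubation 1.5 h at 37 °C, staining 20 min on ice · Signal – flow cytometry of vesicle-bound cells · Measure – percent CD8+ FL2 mean versus row control · Controls – Peptide-free naked vesicles (low) and QL9 vesicles with 0.7% DMSO vehicle (high)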
Salmonella PhoP GFP – inhibitors of PhoP regulon expression, primary screen, Salmonella Typhimurium, GFP reporter (AID 1863); S. Typhimurium PhoP-regulated promoter GFP reporter, 4 h; higher % means a stronger effect; inhibition, % at 50 µM, or IC50 in µM where a hit was titrated; 0.16% of 300,000 active;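 active = inhibition over 29.93%, a cutoff 3 SD above the screen mean, later confirmed by dose response; inconclusive = inhibition over 29.93% but no dose response follow-up; inactive = inhibition at most 29.93% or unconfirmed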;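 also: 0% = low Mg2+ inducing control and 100% = high Mg2+ repressing control; strong numbers were not always called active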
NTR1 agonist – NTR1-driven beta-arrestin-GFP spot formation – imaging, U2OS cells, high content, primary screen (AID 493036) | agonist mode | activation, % at 20 µM | 0.17% of 330,000 active;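 active = activation at or above 40% of the spot to cytoplasm intensity ratio, with at least 20 cells analyzed; inconclusive = wells under 20 cells, flagged as cytotoxic or low count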;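 also: 0% = DMSO without peptide and 100% = 100 nM NTR1 peptide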
Target sequence (P30989 whole entry, looked up): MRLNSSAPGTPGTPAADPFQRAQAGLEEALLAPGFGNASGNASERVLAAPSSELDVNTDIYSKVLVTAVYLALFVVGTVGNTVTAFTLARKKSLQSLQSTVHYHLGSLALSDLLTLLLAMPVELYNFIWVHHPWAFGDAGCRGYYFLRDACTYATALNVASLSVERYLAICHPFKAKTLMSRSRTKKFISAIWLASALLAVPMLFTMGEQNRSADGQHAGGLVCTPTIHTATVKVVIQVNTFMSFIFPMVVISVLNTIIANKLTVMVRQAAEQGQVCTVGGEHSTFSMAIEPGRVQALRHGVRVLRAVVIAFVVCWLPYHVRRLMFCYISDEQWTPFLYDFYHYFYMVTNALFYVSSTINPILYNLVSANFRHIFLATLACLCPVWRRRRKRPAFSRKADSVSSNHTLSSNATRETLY
TNAP activators – human TNAP enzyme activators, primary screen, biochemical, luminescent, no phosphate acceptor, uHTS (AID 1001). purified TNAP, luminescent activation assay, no phosphate acceptor; higher activation fold means a stronger effect. 0.03% of 200,000 active. activation fold at 20 µM, or EC50 in µM where a hit was titrated; in the data active = activation fold from about 3, or a potency from the dose series; inactive = the rest, 99 in 100 with activation fold below about 1.6; also: many of its hits are not listed in these tables
Large T inhibition – TAg ATPase/helicase activity blockers – biochemical (AID 1903). SV40 large T antigen ATPase/helicase inhibition assay; higher % means a stronger effect. inhibition, % at 20 µM, or IC50 in µM where a hit was titrated. 0.39% of 310,000 active; in the data active = a potency from the dose series; inconclusive = inhibition mostly from about 32% at the one dose, without a potency; inactive = the rest, 99 in 100 with inhibition below about 32%; also: strong numbers were not always called active
Myeloid diff 2 – promotes myeloid progenitor differentiation | ER-HoxA9 myeloid progenitors, lysozyme-GFP differentiation, flow cytometry | calls only at 10 µM | 1% of 360,000 active | AID 624256;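 active = normalized GFP-positive differentiation at or above the plate's own cutoff, the solvent-only control mean plus 3 SD; inconclusive = no clear call, values can overlap the other calls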;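 also: cells exposed to compound for four days before flow analysis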
RSV antiviral HEp-2 – RSV antiviral activity via CPE protection, HEp-2 cells, primary 10 µM value included (AID 2391). HEp-2 cells, RSV-induced CPE inhibition; higher % means a stronger effect. one-dose CPE inhibition, % at 10 µM; IC50 in µM for titrated hits. 0.13% of 310,000 active; in the data active = a potency from the dose series; inconclusive = CPE inhibition mostly from about 23% at the one dose, without a potency; inactive = the rest, 99 in 100 with CPE inhibition below about 21%; also: strong numbers were not always called active
K1F lysis inhibition – inhibition of K1F phage lysis, E. coli UTI89, bacterial capsule biogenesis inhibitors, alamar blue (AID 488966); E. coli UTI89 K1F phage lysis, alamar blue, 2 h; higher % means a stronger effect; inhibition, % at 100 µM; hits with a dose series show IC50 in µM; 0.02% of 340,000 active;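 active = phage lysis inhibition, versus mean bacterial control, above a set limit; inconclusive = no clear call, values can overlap the other calls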;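 also: capsule biogenesis inhibitors block K1F phage lysis so surviving cells raise fluorescence; higher fluorescence means more inhibition of phage lysis; actives were called in the ten point dose series up to 300 µM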
T cell modulator vesicle-bound % – further read-out of T cell modulator, marked with its call; double positive events, %; measured here: CD8+ vesicle-bound cell fraction;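 binding gate set so that unloaded-vesicle control wells show 10% double positive cells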
NTR1 agonist cell count 20 µM – also measured in NTR1 agonist; calls as there; cell count; measured here: cell count, cytotoxicity flag
Myeloid diff 2 GFP+ MAC1+ % – also measured in Myeloid diff 2; calls as there; GFP+ MAC1+ double positive, %; measured here: differentiation confirmed by MAC1 staining
Numbers without * were called inactive; i = inactive; ? = inconclusive; . = no result given; + = active, no number; [ ] = dose if it differs, or a comment.

Values run as follows: MgcRacGAP inhibition	T cell modulator	T cell modulator vesicle-bound %	Salmonella PhoP GFP	NTR1 agonist	NTR1 agonist cell count 20 µM	TNAP activators	Large T inhibition	Myeloid diff 2	Myeloid diff 2 GFP+ MAC1+ %	RSV antiviral HEp-2	K1F lysis inhibition
Cc1ccccc1CS(=O)(=O)c1ccc(C(=O)N2CCC(C)CC2)cc1[N+](=O)[O-]
→ 8.4%	i	19.6	1.3%	-0.8	53	1.1	13.7%	i	1.0	-1.6%	0.5%
O=CNC1CCCc2c1[nH]c1ccc(Cl)cc21 (stereo not given)
→ 2.9%	i	25.9	5.3%	2.2	89	1.1	7.7%	i	2.0	-1.8%	-0.2%
CCN1CCN(C(c2cccs2)C(C)NS(=O)(=O)c2ccc(Br)cc2)CC1 (stereo not given)
→ 5.5%	i	45.6	-4.7%	-0.2	56	1	6.6%	i	0.5	-1.9%	-0.7%
CCOc1cccc(C(=O)Nc2cccnc2)c1
→ 11.0%	i	53.5	-5.4%	-1.0	46	1.1	2.9%	i	1.0	1.1%	0.1%
Cc1ccc2c(C)c(C(=O)NCC(C)(C)N3CCOCC3)oc2c1C
→ 2.7%	i	12.9	-4.3%	1.9	49	.	7.5%	i	0.6	2.4%	0.2%
Cc1ccc(SCC(=O)OCC(=O)N(CCC#N)c2ccccc2)cc1
→ 4.8%	i	42.0	.	1.8	66	.	.	i	0.8	0.1%	1.3%[50 µM]
COc1ccc(/C=N/n2cnnc2SCc2ccc(OC)cc2)cc1
→ 16.8%	i	25.7	4.6%	3.6	36	1.1	4.4%	i	1.4	2.7%	0.2%
O=C(c1nn2c(C(F)(F)F)cc(-c3ccco3)nc2c1Br)N1CCCc2ccccc21
→ 7.8%	i	51.3	-5.1%	2.5	62	1	12.1%	i	0.4	-0.6%	1.1%
O=C(Nc1ccc2ncccc2c1)c1ccccc1
→ -14.6%	i	32.6	9.5%	-0.1	75	.	12.5%	i	1.6	-0.3%	-2.7%
CCC(=O)N/C(=N/c1nc(C)cc(C)n1)Nc1ccccc1
→ -18.4%	i	26.2	-16.5%	-0.8	51	.	19.0%	i	0.9	-1.7%	-2.2%
COc1ccc(OCC(=O)Nc2ccc(S(=O)(=O)N3CCCC3)cc2)cc1
→ 4.7%	i	20.9	0.0%	0.8	62	.	11.9%	i	1.2	1.1%	-0.2%
CC(C)Cn1cc(F)c(=O)n(CC(C)C)c1=O
→ 4.0%	i	58.3	0.5%	1.3	50	1.1	10.2%	i	0.3	-1.5%	-2.1%
COc1cccc2c1Oc1ncccc1N(C(=O)CCC(=O)NCc1ccccc1Cl)C2
→ 5.7%	i	56.6	7.1%	0.1	54	.	0.8%	i	1.8	1.6%	0.4%
COc1ccc(NC(=O)/C=C/c2ccc(OC(F)F)cc2)cn1
→ 3.0%	i	29.6	4.7%	0.9	50	.	9.9%	.	.	?	-0.3%
CCc1ccc(C(=O)CSc2nc(C)cc(=O)[nH]2)cc1
→ 7.4%	i	34.0	.	0.1	86	1	.	i	0.2	-0.5%	1.7%
Cc1c(-c2ccc(O)cc2)nc2nc(-c3ccccc3)c(-c3ccccc3)nn12
→ .	i	38.0	1.5%	-2.8	53	.	14.8%	.	.	5.8%	3.4%[50 µM]
Cc1cc(C)cc(N(CC(=O)N2CC=C(c3ccccc3)CC2)S(=O)(=O)c2c(C)noc2C)c1
→ -1.0%	i	40.2	11.6%	3.3	52	0.7	1.0%	i	2.5	5.0%	-1.0%
COc1ccc(CC(=O)N2CC(C)CC(C)C2)cc1OC (stereo not given)
→ 13.5%	i	54.4	-5.7%	-1.0	33	1	-1.6%	i	1.2	2.7%	-0.1%
Cc1ccc(-n2nc3c(c2NC(=O)c2c(-c4ccccc4Cl)noc2C)CS(=O)(=O)C3)c(C)c1
→ 2.6%	i	34.0	0.6%	5.3	62	1.1	0.4%	i	5.5	0.5%	0.3%
CCN(CC(=O)NCc1cccs1)C(=O)c1cc(Br)ccc1O
→ 3.2%	i	15.3	.	-1.3	56	.	.	i	0.3	.	0.7%[50 µM]
Cc1ccc(C(=O)N2CCN(c3ccccn3)CC2)cc1[N+](=O)[O-]
→ -5.0%	i	35.8	4.3%	0.0	53	1	19.6%	i	0.7	0.6%	-0.2%
CC(=O)c1cccc(Nc2nc(-c3sc(C)nc3C)cs2)c1
→ 4.4%	i	42.4	-3.3%	53.6*	65*	.	4.2%	i	1.6	40.5%	0.5%
CC1CCCC(NC(=O)COC(=O)/C=C/c2ccc([N+](=O)[O-])cc2)C1C (stereo not given)
→ 1.0%	i	8.3	.	-0.2	53	.	.	i	0.4	.	0.5%[50 µM]
OC[C@@H]1[C@@H](c2ccccc2)C(c2ccc(F)cc2)=NN1c1ccccc1
→ 7.2%	.	.	.	4.2	44	.	.	i	3.1	.	0.2%
O=C(c1ccc(C(F)(F)F)n(Cc2ccc(Cl)cc2)c1=O)N1CCOCC1
→ 5.9%	i	9.1	-1.3%	3.5	93	.	15.2%	i	0.7	0.6%	-0.1%
COc1ccccc1NC(=O)C(C)OC(=O)C(C)SCC(=O)Nc1ccc(C)cc1 (stereo not given)
→ 5.4%	.	.	.	-0.5	52	.	.	i	1.6	.	0.1%[50 µM]
C[C@H](CO)N1C[C@H](C)[C@@H](CN(C)C(=O)NC2CCCCC2)Oc2ccc(NC(=O)C3CCCCC3)cc2C1=O
→ 3.2%	i	21.6	.	-2.1	45	.	.	i	0.4	.	-0.2%
COc1cc(/C=C2\SC(=S)N(NC(=O)c3ccc(O)cc3)C2=O)ccc1O
→ 59µM*	i	49.0	.	-0.8	86	.	26.2%	i	0.4	1.1%	-0.1%
Cc1ccc(C)c(OCC(=O)NC2CCCCCC2)c1
→ 8.7%	i	32.7	-1.8%	1.7	45	.	5.4%	i	0.5	11.4%	0.2%
C=CCNc1cc(C)oc(=O)c1C(=O)CC
→ 4.6%	i	36.9	-4.6%	-1.0	55	1	3.6%	i	0.2	-0.4%	0.5%
CS(=O)(=O)N1CCC(Oc2ccccc2C(=O)N2CCC[C@H]2CO)CC1
→ 6.5%	i	76.4	5.7%	0.3	69	.	5.2%	i	0.8	0.3%	0.9%
CC(C)CCNC(=O)c1ccccc1NC(=O)C1=CSCCO1
→ 3.2%	i	33.3	4.5%	-1.7	51	.	3.9%	i	1.1	2.5%	0.5%
CC(C)CN(C(=O)CN1CCN(c2ccc(O)cc2)CC1)c1c(N)n(CC(C)C)c(=O)[nH]c1=O
→ 28.9%	i	25.0	-0.2%	-0.2	50	1.1	?	i	1.0	1.7%	4.3%
C=CCSC1=N/C(=C\C=C\c2ccco2)C(=O)S1
→ 42.0%	i	20.7	-9.9%	-0.5	42	0.8	72.8%	i	0.3	1.8%	1.4%
O=C(CCn1cncn1)N1CCCC(N2CCN(c3cccc(C(F)(F)F)c3)CC2)C1 (stereo not given)
→ 8.6%	i	61.9	-0.5%	-0.2	55	.	19.4%	i	2.0	0.1%	1.6%[50 µM]
c1ccc(CN2CCOCCOCCOCCOCC2)cc1
→ 6.9%	i	16.3	-2.6%	0.3	51	.	11.1%	i	0.4	-0.5%	-0.1%
CCOC(=O)N1CCN(c2ccc(Cl)c(Cl)c2)CC1
→ -6.4%	i	59.0	4.4%	1.7	63	1	-7.3%	+	14.8*	3.0%	9.9%
COc1ccccc1CNS(=O)(=O)c1ccc2c(c1)CC(=O)N2C
→ 11.2%	i	12.4	-8.4%	0.4	55	.	18.1%	i	2.9	5.5%	0.7%
COc1cccc(C(=O)N2CCN(C(=O)COc3ccc4ccccc4c3)CC2)c1
→ 5.5%	i	30.2	-0.4%	-1.1	53	.	7.2%	i	2.5	11.7%	0.0%
Cc1oc(=O)c(NC(=O)c2ccc(Cl)cc2)cc1C(=O)c1ccccc1
→ 22.3%	i	44.9	1.2%	10.0	71	1.1	8.9%	i	0.5	3.1%	0.1%
Cc1cccc(NC(=O)CN2C(=O)S/C(=C\c3ccc(-c4cccc(C(=O)O)c4C)o3)C2=O)c1
→ .	i	59.1	-2.4%	0.3	55	1	15.9%	.	.	-0.3%	.
O=C(Nc1ccc(N2CCN(C(=O)c3cccs3)CC2)cc1)c1ccco1
→ 3.1%	i	44.1	0.4%	0.7	45	.	6.3%	i	1.1	2.6%	1.2%
CC(=O)Nc1c(C)ccc(CNC(=O)COc2ccc(F)cc2)c1C
→ 18.2%	i	62.4	5.3%	-2.1	88	1.1	0.1%	i	0.3	1.9%	0.1%
Cc1cc(=O)oc2cc(OCC(=O)NCCN3CCOCC3)ccc12
→ 3.9%	i	46.6	-0.9%	-1.4	57	.	6.1%	i	2.2	0.3%	i

Sorted by molecular weight (lowest first): part of the list above.
Values run as follows: MgcRacGAP inhibition	T cell modulator	T cell modulator vesicle-bound %	Salmonella PhoP GFP	NTR1 agonist	NTR1 agonist cell count 20 µM	TNAP activators	Large T inhibition	Myeloid diff 2	Myeloid diff 2 GFP+ MAC1+ %	RSV antiviral HEp-2	K1F lysis inhibition
C=CCSC1=N/C(=C\C=C\c2ccco2)C(=O)S1
→ 42.0%	i	20.7	-9.9%	-0.5	42	0.8	72.8%	i	0.3	1.8%	1.4%
COc1ccccc1CNS(=O)(=O)c1ccc2c(c1)CC(=O)N2C
→ 11.2%	i	12.4	-8.4%	0.4	55	.	18.1%	i	2.9	5.5%	0.7%
Cc1oc(=O)c(NC(=O)c2ccc(Cl)cc2)cc1C(=O)c1ccccc1
→ 22.3%	i	44.9	1.2%	10.0	71	1.1	8.9%	i	0.5	3.1%	0.1%

Screening data as filed in PubChem.
